Akt phos inh – HTS Assay for Inhibitors of Akt Phophorylation: Primary Screen; Neuro2A IGF-stimulated pAkt S473 HTRF, 20 min; hits give low values; activity change, % for hits at 50 µM; actives 0.32% (n = 360,000); in the data active = activity change below about -80%; inconclusive = mostly about -51% to -80%; note: % is set by controls: 0 for no effect and ±100 for the full control effect
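Single-point screen (50 µM final compound) in Neuro2A cells stimulated 20 min with 6 nM IGF at 37 deg C. After lysis, Ser473-phosphorylated Akt read by HTRF (ex 330 nm, em 615/665 nm) as the 665/615 ratio.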
GLP-1R inv ag – qHTS of GLP-1 Receptor Inverse Agonists (Inhibition Mode); Glucagon-like peptide 1 receptor (Homo sapiens), P43220; HEK293 GLP-1R CRE-luciferase, luminescence, 24 h; GLP-1R form is constitutively active; Potency, µM (highest dose often 38.3 µM), for the others: at the top dose activity change, negative = inhibition, actives largely listed as inhibitors; actives 1.6% (n = 410,000); note: potency is the fitted concentration of half-maximal effect; % is set by controls: 0 for no effect and ±100 for the full control effect; nearly all actives have a fitted effect of over 55% in size
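qHTS in 1536-well format: reporter HEK293 cells expressing constitutive GLP-1R activity in DMEM + 10% Nu serum, 24 hr with compounds at 37 deg C, luminescence read after 12 min with detection reagent.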
PTHR1 agonist – qHTS for PTHR1 Agonists: Primary Screen; Parathyroid hormone/parathyroid hormone-related peptide receptor (Homo sapiens), Q03431; HEK293 GP2 PTHR1 cells, GloSensor cAMP luminescence, 1 h; Potency, µM (series often up to 115 µM), inactives show top-dose activation, hits mostly activators; actives 0.075% (n = 410,000); note: potency is the fitted concentration of half-maximal effect; nearly all actives have a fitted effect of over 55% in size; some results filed as inactive show a strong effect at the top dose; inactives centre near -15; many of its hits are not listed in these tables
Target sequence (Q03431 whole entry, looked up): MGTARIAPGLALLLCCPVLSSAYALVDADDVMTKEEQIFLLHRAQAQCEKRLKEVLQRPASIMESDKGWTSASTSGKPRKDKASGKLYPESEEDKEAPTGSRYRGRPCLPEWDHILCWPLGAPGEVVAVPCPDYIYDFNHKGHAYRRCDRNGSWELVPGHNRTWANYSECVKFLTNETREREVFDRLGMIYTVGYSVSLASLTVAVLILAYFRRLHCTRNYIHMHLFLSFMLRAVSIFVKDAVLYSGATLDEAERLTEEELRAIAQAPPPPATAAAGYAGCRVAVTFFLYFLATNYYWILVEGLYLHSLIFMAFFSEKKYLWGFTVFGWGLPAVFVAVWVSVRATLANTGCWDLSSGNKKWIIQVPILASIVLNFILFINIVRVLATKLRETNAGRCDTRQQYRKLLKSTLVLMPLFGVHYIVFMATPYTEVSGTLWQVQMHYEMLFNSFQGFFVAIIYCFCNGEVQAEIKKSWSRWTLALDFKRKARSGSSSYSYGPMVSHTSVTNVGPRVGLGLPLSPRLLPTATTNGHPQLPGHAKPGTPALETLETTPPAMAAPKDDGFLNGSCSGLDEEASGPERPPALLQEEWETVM
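HEK-293-derived GP2 cells expressing PTHR1 and a GloSensor cAMP reporter, 3,000/well, plated overnight, given luciferin plus IBMX (each 0.5 mM as added) for 1 h at 37 °C, then compound for 1 h at 37 °C. Luminescence was read after 15 min at room temperature.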
aSyn rescue – qHTS of alpha-syn Inhibitors; Potency, µM (doses to about 46.1 µM), for the others: top-dose growth rescue (activation), hits mostly activators; actives 0.14% (n = 370,000); Yeast expressing alpha-synuclein, growth rescue, BacTiter-Glo, 24 h; note: potency is the fitted concentration of half-maximal effect; % of control where 0% means no effect; nearly all actives have a fitted effect of over 65% in size
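Rescue of yeast growth: cells expressing toxic alpha-synuclein, induced in galactose at OD600 0.02, incubated with compound 24 h at 30 C. ATP luminescence quantified growth; inhibitors of toxicity appear as activators.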
TDP-43 yeast inh – qHTS of TDP-43 Inhibitors; TDP-43 expressing yeast growth rescue, BacTiter-Glo, 24 h; Potency, µM (titrated, usually from 46.1 µM), without a hit: at the highest dose growth rescue (activation), actives largely listed as activators; actives 1.8% (n = 410,000); AID 652104, 2013; note: potency is the fitted concentration of half-maximal effect; % of control where 0% means no effect; nearly all actives have a fitted effect of over 50% in size
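Galactose-induced TDP-43 yeast, OD600=0.02, compound pinned; 24 hr, 30 deg C; BacTiter-Glo luminescence for growth. Inhibitors of TDP-43 toxicity read as activators.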
GLP-1R agonist – qHTS of GLP-1 Receptor Agonists | AID 624172, 2012 | Glucagon-like peptide 1 receptor (Homo sapiens), P43220 | actives 0.007% (n = 380,000) | HEK293 GLP-1R CRE-luciferase, luminescence, 4-6 h; cells express a hypersensitive GLP-1R form | Potency, µM (series often up to 45.6 µM), without a hit: top-dose activation, actives largely listed as activators; note: potency is the fitted concentration of half-maximal effect; % of control where 0% means no effect
Abeta rescue – qHTS for compounds that reverse cellular toxicity of Amyloid beta (A-beta) peptide in yeast: Primary Screen; yeast expressing A-beta42, growth rescue, OD600, 48 h; response scale: 0% DMSO, 100% iron-clioquinol control; Potency, µM (series often up to 46.1 µM), inactives show at the top dose growth rescue, most hits filed as activators; actives 0.063% (n = 410,000); AID 1347071, 2019; note: potency is the fitted concentration of half-maximal effect; nearly all actives have a fitted effect of over 55% in size
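Growth rescue measured by 600 nm absorbance after 48 h yeast culture at 30 C with compound. Values normalized between DMSO and an equimolar ferric chloride plus clioquinol control.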
FUS yeast rescue – qHTS for Suppressors of FUS Proteinopathy: Primary screen using FUS-linked yeast assay. Potency, µM (top dose mostly 76.6 µM), without a hit: at the highest dose growth rescue (activation), hits mostly activators. AID 1347120, 2019. S. cerevisiae FUS-expressing, growth rescue, OD600, 24 h. actives 0.24% (n = 390,000);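 note: potency is the fitted concentration of half-maximal effect; plate controls were DMSO vehicle for no effect and reference control for full effect; nearly all actives have a fitted effect of over 55% in size; some results filed as inactive show a strong effect at the top dose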
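Restored growth of FUS-toxic S. cerevisiae, read as 600 nm absorbance after 24 h at 30C in galactose medium (starting OD 0.005). Controls CP55940 and DMSO.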
DRD3 antagonist – qHTS of D3 Dopamine Receptor Antagonist: qHTS; max response, negative = inhibition, %; D(3) dopamine receptor (Homo sapiens), P35462; D3R cells, DiscoveRx beta-arrestin luminescence, antagonist mode; hits give low values; actives 2.5% (n = 360,000); in the data active = max response below about -50%; inconclusive = no clear call, values can overlap the other calls; note: % is set by controls: 0 for no effect and ±100 for the full control effect; mostly tested at two doses, the higher about 12 µM
Target sequence (P35462 whole entry, looked up): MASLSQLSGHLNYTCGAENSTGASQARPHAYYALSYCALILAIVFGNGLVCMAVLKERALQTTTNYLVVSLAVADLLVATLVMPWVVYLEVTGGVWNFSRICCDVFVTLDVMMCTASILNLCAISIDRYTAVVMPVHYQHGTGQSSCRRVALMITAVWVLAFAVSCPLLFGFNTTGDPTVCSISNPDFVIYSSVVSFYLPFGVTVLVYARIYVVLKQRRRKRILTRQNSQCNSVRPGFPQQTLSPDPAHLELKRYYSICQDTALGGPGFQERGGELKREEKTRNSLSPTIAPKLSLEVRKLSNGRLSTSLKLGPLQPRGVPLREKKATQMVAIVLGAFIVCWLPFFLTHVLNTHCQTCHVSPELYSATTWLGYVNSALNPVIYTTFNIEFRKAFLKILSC
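Cells expressing the human receptor were seeded at 1500 cells/well, incubated overnight at 37 degrees C in 5% CO2, then exposed to library compounds with dopamine controls for 90 minutes at 37 degrees C before luminescent detection.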
Starred values were filed as active, the others as inactive; i = inactive; ? = inconclusive; nt = no result given; [ ] = dose if it differs, or a comment. Unless noted, calls come from the whole dose curve; as a rule, active = well fitted curve in the direction sought with a large enough effect; inconclusive = small, poorly fitted or top-dose-only effect, or another doubt; inactive = no such curve, though single readings can be large; an effect the other way counts as inactive or inconclusive.

SMILES	Akt phos inh	GLP-1R inv ag	PTHR1 agonist	aSyn rescue	TDP-43 yeast inh	GLP-1R agonist	Abeta rescue	FUS yeast rescue	DRD3 antagonist
Cc1cc(C)nc(NC(N)=S)n1	i	5%	i	0%	15%	1%	11%	-15%	0
COCc1cc(C)nc(SCc2ccc([N+](=O)[O-])cc2)c1C#N	i	?	-21%	8%	22%	11%	-7%	-30%	3
CCCCCCCCN1C(=O)[C@H](CC(=O)N2CCCCC2)C[C@@]2(C(=O)OC)CC(C)(C)CC=C12	i	-18%	-31%[inhibitor]	-36%[inhibitor]	8%	nt	1%	?	4
O=C(CSc1nnc(NC(=O)c2c(F)cccc2F)s1)NCc1ccccc1	i	2%	-7%	-3%	-4%	8%	7%	-6%	?
Cc1ccc(-c2cc(C)nc3nc(N)nn23)cc1	i	64%[activator]	i	0%	-5%	15%	-14%	6%	-5
O=C(Nc1ccc(Cl)cc1C(=O)c1ccccn1)c1ccccc1	i	9%	i	-7%	0%	2%	3%	-19%	-7
Cc1ccc(N(Cc2cccs2)C(=O)C(C)Oc2ccc(Cl)c(C)c2)cc1 (stereo unspecified)	nt	?	?	nt	-29%	nt	2%	13%	nt
CN(C(=O)COC(=O)c1ccc2c(=O)n3c(nc2c1)CCC3)C1CCS(=O)(=O)C1 (stereo unspecified)	i	-8%	i	2%	3%[9.22 µM]	2%	6%	2%	8
CC(=O)C1=C(C)OC(N)=C(C#N)C1c1cccc([N+](=O)[O-])c1 (stereo unspecified)	i	?	-44%[inhibitor]	-1%	6%	-1%	-9%	-7%	-5
COc1ccc2cc3c(N)nn(C(=O)c4ccc(Cl)c([N+](=O)[O-])c4)c3nc2c1	i	?	i	3%	5%	-17%	0%	nt	7

Some of the entries above, set out differently.
canonical_smiles,Akt phos inh,GLP-1R inv ag,PTHR1 agonist,aSyn rescue,TDP-43 yeast inh,GLP-1R agonist,Abeta rescue,FUS yeast rescue,DRD3 antagonist
Cc1ccc(N(Cc2cccs2)C(=O)C(C)Oc2ccc(Cl)c(C)c2)cc1 (stereo unspecified),nt,?,?,nt,-29%,nt,2%,13%,nt
CCCCCCCCN1C(=O)[C@H](CC(=O)N2CCCCC2)C[C@@]2(C(=O)OC)CC(C)(C)CC=C12,i,-18%,-31%[inhibitor],-36%[inhibitor],8%,nt,1%,?,4
CC(=O)C1=C(C)OC(N)=C(C#N)C1c1cccc([N+](=O)[O-])c1 (stereo unspecified),i,?,-44%[inhibitor],-1%,6%,-1%,-9%,-7%,-5
COCc1cc(C)nc(SCc2ccc([N+](=O)[O-])cc2)c1C#N,i,?,-21%,8%,22%,11%,-7%,-30%,3

Other compounds.
SMILES	Akt phos inh	GLP-1R inv ag	PTHR1 agonist	aSyn rescue	TDP-43 yeast inh	GLP-1R agonist	Abeta rescue	FUS yeast rescue	DRD3 antagonist
C#CCOc1ccc(OC)cc1C(c1c(C)[nH][nH]c1=O)c1c(C)[nH][nH]c1=O	i	0%	i	0%	-11%	-5%	-6%	19%	1
Cc1nc(-c2noc(-c3ccc(Cl)cc3)n2)c(C(F)(F)F)o1	i	7%	-5%	-1%	-2%	3%	-12%	-11%	19
CCc1ccc(OCC(=O)NC(C)(C)C)cc1	i	2%	i	0%	2%	4%	2%	-25%	-23
O=C(COC(=O)c1cccc(S(=O)(=O)N2CCc3ccccc32)c1)Nc1ccc(Cl)cn1	i	13%	-3%	5%	-6%	-1%	-10%	0%	-1
CC(=O)Nc1ccc(/C=C(\C#N)C(=O)NCc2ccccc2)cc1	i	14%	?	-2%	-10%	0%	24%	nt	-21
O=[N+]([O-])c1ccc(Sc2cccc[n+]2[O-])c2nonc12	i	-87%	-29%	0.56µM*	?	-2%	-31%[inhibitor]	12%	-116*
S=c1[nH]nc(NCCc2ccccc2)s1	i	17%	-4%	3%	-8%[0.397 µM]	0%	23%	-13%	-17
Cc1cccc(C)c1NC(=O)c1cc(S(=O)(=O)N2CCOCC2)cn1C	i	12%	-23%	1%	4%	1%	4%	3%	25
CCCS(=O)(=O)NC(=O)C1(C)CCCN(C(=O)c2c(F)cccc2F)C1 (stereo unspecified)	i	-5%	i	2%	18%	0%	-12%	-16%	5
c1cncc(-c2nn3cnnc3s2)c1	i	16%	i	-1%	11%	-9%	7%	2%	-14
CN(C)S(=O)(=O)c1cccc(C(=O)Nc2ccc3c(c2)CCC3)c1	i	?	-4%	-2%	19%	9%	0%	-20%	1
CC(=O)c1ccc(NC(=O)CCn2c(=O)oc3ccccc32)cc1	i	63%[activator]	i	0%	0%	-1%	-5%	21%	11
Cc1ccccc1NC(=O)Cn1c(=O)n(CCc2ccccc2)c(=O)c2ccccc21	nt	12%	0%	nt	16%	-1%	3%	-1%	nt
CCOC(=O)C1CCN(CC(=O)c2c(C)[nH]c3cc(C)ccc23)CC1	i	?	-20%	-2%	-3%	6%	-1%[9.22 µM]	-29%	1
CCOc1ccccc1NC(=O)c1c(C)cc(C)nc1SCC(=O)c1cccc(OC)c1	nt	?	i	nt	?	nt	21%	8%	nt
CCCCNc1nc2ccccc2n1CC(=O)Nc1c(C)cccc1CC	i	?	i	-1%	-11%	-5%	10%	nt	-9
C=CCN1C(=O)C(Cc2ccccc2Cl)SC1=Nc1ccc(C(=O)O)cc1 (stereo unspecified)	i	14%	i	0%	-21%	-1%	1%	5%	-20
O=c1[nH]c(/C(Cl)=C/c2c(F)cccc2Cl)nc2cc(Cl)ccc12	i	14%	i	-5%	-8%	0%	9%	17%	-3
CCOC(=O)c1ccc(N2C(=O)c3n[nH]c(-c4ccco4)c3C2c2ccc(F)cc2)cc1 (stereo unspecified)	nt	?	-19%	nt	?	-6%	-12%	?	nt
COC(C(=O)N/N=C(\C)CC(=O)Nc1ccc(N(C)C)cc1)c1ccccc1 (stereo unspecified)	i	17%	i	7%	-5%	9%	4%	-2%	-12
Cc1ccc(NC(=O)N2CCC(NC(=O)c3ccccc3C)CC2)cc1	i	?	-3%[57.5 µM]	2%	13%	-9%	22%	0%	9
Cc1ccc(-n2nc3c(N4CCC(C(=O)NCCc5ccccc5)CC4)nnc(C)c3c2C)cc1	nt	5%	-6%	nt	5%	nt	-6%	3%	nt
Cc1ccccc1OCCn1c(=S)[nH]c2c(N)ncnc21	i	-20%	-28%	0%	21%	2%	-3%	-28%	-11
OC(c1ccc(F)cc1)c1ncc(-c2ccccc2F)[nH]1 (stereo unspecified)	i	8%	-5%	-3%	16%	7%	-16%	-18%	9
CCCc1nc2ccccc2n1C(CC)C(=O)NC(C)(C)C (stereo unspecified)	i	-50%	?	-3%	-5%	nt	-9%	-1%	4
Cc1ccc2c(=O)cc(C(=O)Nc3c(C)n(C)n(-c4ccccc4)c3=O)oc2c1	nt	10%	i	nt	?	nt	3%	31%	nt
NC(=O)CC(NC(=O)Cc1cccc2ccccc12)c1ccc(NCc2cc(F)ccc2F)c([N+](=O)[O-])c1 (stereo unspecified)	i	27%	i	-1%	-4%	3%	-12%	16%	?
Cc1cc2nsnc2c(S(=O)(=O)NCC(=O)O)c1C	i	-4%	i	2%	-10%	5%	-17%	-22%	?
Cc1ccccc1S(=O)(=O)NC(=O)C1(C)CCN1C(=O)C/C=C/c1ccccc1 (stereo unspecified)	i	0%	-6%	-2%	18%	-3%	-9%	7%	-28
COc1ccc(S(=O)(=O)N2CCN(C(=O)CN3C(=O)NC4(CCCC4)C3=O)CC2)cc1	i	-8%	i	2%	10%	-5%	12%	22%	-1
CC(NS(=O)(=O)c1ccccc1)C(=O)NCCc1ccccn1 (stereo unspecified)	i	6%	0%	1%	?	0%	-5%	3%	6
Cc1[nH]c(=O)[nH]c(=O)c1S(=O)(=O)Nc1cccc(Cl)c1C	nt	8%	-10%	nt	16%	-1%	4%	-3%	nt
O=C(Cn1cnnn1)Nc1cccc([N+](=O)[O-])c1	i	12%[7.66 µM]	-6%	-5%	-1%	-1%	-18%	17%	-9
Cc1cccc(NC(=O)c2sc(Cl)nc2-c2ccccc2)c1	i	?	i	2%	6%	-6%	-1%	14%	-6
CNC(=O)c1[nH]cnc1C(=O)Nc1cccc(C)c1	i	44%[activator]	i	-10%	5%	10%	0%	-9%	24
COc1ccc(C(=O)OCC[N+]2(C)CCCCC2)cc1	i	16%	-22%	5%	6%	1%	-9%	-3%	11
CCOC(=O)c1c(C)oc2nc(C)nc(NCC3CCN(Cc4ccc(C)cc4)CC3)c12	nt	12%	4%	nt	8%	nt	-41%[inhibitor]	-16%	nt
Cc1cc(C)cc(N2C(=O)CSC23C(=O)N(CC(=O)NCCc2ccccc2)c2ccccc23)c1 (stereo unspecified)	nt	6%	i	-6%	27%	-8%	-10%	-11%	nt
O=C(Nc1n[nH]c(C(F)(F)F)n1)c1cccs1	i	5%	i	0%	?	-5%	-12%	-6%	-9
C#CCNC(=O)C[C@@H]1C[C@@]2(C(=O)OCC)CCCC=C2N(Cc2ccco2)C1=O	i	13%	-15%	10%	13%	11%	-4%	-6%	6
CC1CCC(Nc2ncnc3onc(-c4ccc(F)cc4)c23)CC1 (stereo unspecified)	nt	10%	-1%	nt	?	nt	-27%	-10%	nt
Cc1ccc(-n2nc3c(=O)n(CCCC(=O)NC(C)c4ccccc4)nc(C)c3c2C)cc1 (stereo unspecified)	nt	-23%	i	nt	23%	nt	0%	9%	nt
Cc1cccc(C)c1NC(=S)N1CCCN(Cc2ccc(F)cc2)C1	i	?	i	2%	0%	13%	24%	13%	-14
CCCCNC(=O)N(CC)c1c(N)n(Cc2ccccc2)c(=O)[nH]c1=O	i	17%	-2%	-3%	0%	1%	-5%	7%	3

Bioassay records as filed in PubChem.

Only part of the results is shown; count on the stated rates, not on these rows.
